# Screening data deposited in PubChem BioAssay by several laboratories.
# GSK3 alpha inh = human GSK-3 alpha kinase inhibition; ADP-Glo luminescence, 60 min; inhibition, % at 10 µM; hit rate 0.1% among 320,000;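 in the data active = inhibition above about 50%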;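 note: GST-tagged GSK-3 alpha with peptide substrate and 25 µM ATP; 0% = DMSO neutral wells and 100% = GW8510 positive control wells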
# Target sequence (P49840 whole entry, looked up): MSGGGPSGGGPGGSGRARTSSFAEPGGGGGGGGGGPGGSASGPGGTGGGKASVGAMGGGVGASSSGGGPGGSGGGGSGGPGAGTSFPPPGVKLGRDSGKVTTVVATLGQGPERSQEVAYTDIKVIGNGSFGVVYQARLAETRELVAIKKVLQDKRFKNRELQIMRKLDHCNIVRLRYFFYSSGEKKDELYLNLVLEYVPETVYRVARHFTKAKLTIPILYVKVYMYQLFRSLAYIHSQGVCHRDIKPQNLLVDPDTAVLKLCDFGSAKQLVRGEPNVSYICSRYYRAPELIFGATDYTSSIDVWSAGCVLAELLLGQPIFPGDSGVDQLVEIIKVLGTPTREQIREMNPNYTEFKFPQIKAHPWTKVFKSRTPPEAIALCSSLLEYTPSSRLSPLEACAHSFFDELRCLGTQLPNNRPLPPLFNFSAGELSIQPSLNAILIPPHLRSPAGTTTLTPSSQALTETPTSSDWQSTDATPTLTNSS
# aSyn 5UTR inh = MLPCN primary screen, SNCA 5' untranslated region; alpha-synuclein 5'UTR reporter, inhibitor activity; inhibition, % (tested at 7.5 µM); hit rate 0.82% among 300,000; AID 1813; in the data active = inhibition above about 60%;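 note: H4 neuroglioblastoma cells stably carrying SNCA 5'UTR luciferase fusion; 0% = DMSO wells and 100% = positive control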
# HSF1 activator = increases HSF-1 driven luciferase reporter signal. NIH3T3-HGL HSF-1 luciferase reporter, MG132, 8 h; 100% = twice DMSO control signal. activation, % at 9 µM. hit rate 1.7% among 300,000;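 active = mean replicate activation of at least 50% with a set share of replicates each reaching 50%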;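 note: 0% = median of the neutral control wells and 100% = twice that signal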
# GSK3B inh = blocks human GSK3beta kinase activity. P49841. GST-GSK3beta kinase, ADP-Glo luminescence, 60 min; active compounds read low. activity score (negative = inhibition), % at 10 µM. hit rate 0.038% among 300,000;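 active = more than half of replicate wells score below -50%, meaning over 50% inhibition versus plate controls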;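 note: 0% = median DMSO wells and -100% = median GW8510 positive control wells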
# Target sequence (P49841 whole entry, looked up): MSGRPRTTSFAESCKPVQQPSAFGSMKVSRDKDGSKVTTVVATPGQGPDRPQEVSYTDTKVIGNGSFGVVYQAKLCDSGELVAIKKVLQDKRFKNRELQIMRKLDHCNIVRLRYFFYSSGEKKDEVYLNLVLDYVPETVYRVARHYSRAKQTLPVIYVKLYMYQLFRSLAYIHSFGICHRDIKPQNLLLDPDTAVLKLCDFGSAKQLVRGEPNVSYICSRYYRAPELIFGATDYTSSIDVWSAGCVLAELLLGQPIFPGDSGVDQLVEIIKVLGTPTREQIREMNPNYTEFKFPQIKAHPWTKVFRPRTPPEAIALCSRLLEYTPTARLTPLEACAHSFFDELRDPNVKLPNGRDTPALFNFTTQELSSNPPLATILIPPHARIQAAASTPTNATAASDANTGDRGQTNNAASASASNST
#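 Test system: GST-tagged human GSK3beta kinase, cell-free; evaluation: activity score scaled between in-plate DMSO and GW8510 controls; measured by: ADP-Glo luminescence; incubation: 60 min reaction, RT; benchmarks: DMSO and 20 µM GW8510; reagent: peptide substrate plus 25 µM ATP (final); medium: Tris/MgCl2 kinase buffer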
# HSP90 inh = HSP90 refolding inhibition in rabbit reticulocyte lysate; luciferase refolding luminescence, 3 h; inhibition, % at 5.6 µM; hit rate 0.91% among 290,000;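 active = inhibition above the screen-wide mean plus 3 SD, computed separately per campaign, cut at about 16% in these data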;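 note: 0% = DMSO wells and 100% = 60 µM geldanamycin wells; inhibitors lower the luminescence because luciferase stays unfolded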
# Platelet DG rel = platelet dense granule release activity | human platelet-rich plasma, SFLLRN dense granule ATP release, luminescence | inhibition, %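 (compounds screened at 7.5 µM in platelet-rich plasma)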 | hit rate 0.22% among 300,000 | AID 1663;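 active = mean replicate score, as percent of positive control, at or above 50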
# KLF5 inhibitor = kruppel-like factor 5 inhibition; inhibition, % at 5 µM; hit rate 0.23% among 290,000; AID 1700; DLD-1 KLF5 promoter-luciferase reporter, luminescence;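 active = inhibition above a per-plate limit of that plate's mean compound inhibition plus 3 SD, cut at about 60% in these data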;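 note: 0% = DMSO wells and 100% = LY294002 at 200 µM; higher means less KLF5 promoter-driven luciferase light; inactives centre near -14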
# IEC-6 tox = kills IEC-6 intestinal cells in KLF5 counter-screen. IEC-6 cytotoxicity, luminescence viability. inhibition, % at 5 µM. hit rate 0.78% among 290,000; in the data active = inhibition above about 22%;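 note: 0% = plate median of test compound wells and 100% = cytotoxic reference compound wells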
# Dyrk1A ADPGlo = Dyrk1A (rat) kinase inhibition; hit rate 0.43% among 310,000; ADP-Glo luminescence, NFATc1 peptide; AID 504441; inhibition, % at 12.5 µM; Q63470; in the data active = inhibition above about 50%;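 note: plate controls were vehicle with enzyme for no effect and no enzyme for full effect; many of its hits are not listed in these tables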
# HSF1 inh = HSF1 inhibition; NIH3T3-HGL HSE-luciferase, MG132-induced, luminescence 8 h; active compounds read low; activity change, negative = inhibition, % at 7.5 µM (by protocol); hit rate 0.77% among 300,000;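 active = more than half of replicate wells show activity change below -50%, luminescence cut by over half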;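 note: luciferase reports HSF-1 transcriptional activity via heat shock element; 0% = median of DMSO wells and -100% = zero luminescence signal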
# * = called active by the depositor; nt = not tested or not shown; & = joins results of further samples. A portion of the library; rates above refer to the full screens.
# Values run as follows: GSK3 alpha inh, aSyn 5UTR inh, HSF1 activator, GSK3B inh, HSP90 inh, Platelet DG rel, KLF5 inhibitor, IEC-6 tox, Dyrk1A ADPGlo, HSF1 inh
COc1ccc(/C=C2\SC(=S)N(CCC(=O)NCCc3ccc(O)cc3)C2=O)cc1
 : -1.2, 17.2, -9.1, -1.4, -0.3, 7.0, -20.3, 3.9, -8.3, -0.7
O=C(NS(=O)(=O)Oc1ccc(Cl)cc1)OC[C@@H]1CCCN2CCCC[C@H]12
 : -8.2, 23.6, 3.7, -7.0, -0.9, 10.7, 3.6, 2.8, 2.2, -4.0
COc1ccc(CCNC(=O)CN(c2ccc(OC)c(OC)c2)S(=O)(=O)c2ccccc2)cc1OC
 : -2.9, 13.0, 2.9, 0.4, 4.1, -15.5, -5.0, 4.8, -12.8, -3.4
Cc1ccc(CNC(=O)Cn2ccc3cc(S(=O)(=O)N4CCCC4)ccc32)o1
 : nt, -5.8, 9.0, 1.6, -2.7, -4.6, -1.3, 3.5, -3.1, -4.1
O=C(NNc1c(Cl)cncc1Cl)c1cccs1
 : -1.8, -3.2, 38.8, -2.5, -1.7, -2.8, -12.7, 1.7, nt, 11.7
COc1ccc(CCNC(=O)C2CCN(S(=O)(=O)c3c(C)noc3C)CC2)cc1OC
 : 1.3, -14.3, 3.6, -0.5, 0.8, 2.2, 0.8, 3.1, 3.0, -1.5
Nc1ncnc2sc3c(c12)CCNC3
 : 3.4, -5.8, -1.3, -3.7, 11.3, -8.5, -12.5, -2.5, 6.7, -0.7
COc1ccc(CCn2c(N)cc(=O)[nH]c2=O)cc1OC
 : 5.1, 2.2, -1.9, -1.0, -1.3, 6.5, -23.1, -7.1, 2.0, 5.6
CC(=O)c1cnn(-c2ccccc2)c1C
 : -0.9, 10.2, -3.6, 2.3, -0.8, -7.4, -16.9, -7.5, -1.3, -0.2
CCN=C1Sc2nc3ccc(OCC)cc3cc2CN1CCOC
 : 0.8, 2.2, 6.0, -17.0, -0.4, -16.7, 1.0, 4.8, -1.1, 9.9
COCCn1c(=O)[nH]c(=O)c2c1nc(-c1cc(Br)c3c(c1)OCO3)n2Cc1ccccc1
 : 2.5, 4.7, 58.9*, 0.5, 2.8, 11.1, -2.1, 3.6, nt, 21.8
Cc1ccc(NC(=O)Nc2nnc(Cc3ccc(F)cc3)s2)cc1
 : -1.9, -29.9, 6.6, -0.3, 2.4, -0.2, 17.2, 12.8, 4.8, -0.6
FC(F)(F)c1nc2ccccc2nc1N/N=C\c1ccccc1
 : -1.6, -45.7, -11.4, 1.1, 2.2, 3.3, -53.5, 6.5, 8.8, -8.7
CCOC(=O)c1cc(N)cc([N+](=O)[O-])c1
 : -1.3, 22.0, 6.3, 3.1, 0.4, 0.3, 16.9, 2.7, -3.2, 4.6
O=C(NCCCO)C(=O)c1c(-c2ccccc2)cc2ccccn12
 : -1.8, -0.8, -16.0, 2.5, -4.5, -0.6, 4.7, -0.4, 0.6, -1.0
COc1ccc(S(=O)(=O)N(CC(=O)NC2CC2)Cc2ccccc2)cc1
 : -0.5, 13.7, -24.8, 4.1, -1.9, -5.8, 0.9, 4.5, -2.9, -3.3
CCOC(=O)c1cc(NC(=O)C2C3C=CC(O3)C2C(=O)O)cc(C(=O)OCC)c1 (centres undefined)
 : -3.8, 19.8, -13.5, 1.0, -0.8, -5.3, -15.4, 2.9, 0.6, 3.3
COc1cc(-c2nc(-c3ccc4c(c3)-c3ccccc3S4(=O)=O)c(-c3ccccc3)[nH]2)cc(OC)c1O
 : 1.3, 7.9, 65.1*, -1.4, 5.0, -0.4, -50.3, 4.1, 1.4, 60.8
Cc1nnc(SCC(=O)NCc2ccco2)n1-c1ccccc1
 : -0.6, 4.2, -3.2, 0.2, -3.7, -0.5, -14.6, 6.0, 0.6, -5.6
Cc1ccc(NC(=O)c2ccc(S(=O)(=O)N3CCCCCC3)cc2)nc1
 : 2.5, -42.5, 15.5, -1.5, nt, 6.2, nt, nt, 4.0, 10.9
NS(=O)(=O)c1ccc(N/N=C/c2cn(-c3ccccc3)nc2-c2ccccc2)c([N+](=O)[O-])c1
 : -1.7, -121.0, -17.5, -4.8, -3.6, 11.9, -7.1, 5.6, 9.7, -7.9
CC1CCc2[nH]c3ccc(C(=O)N(C)CC(=O)Nc4ccccc4Br)cc3c2C1 (centres undefined)
 : -0.9, -2.7, -12.4, -7.0, nt, -3.4, nt, nt, -0.3, 2.3
Cc1cc2c(cc1S(=O)(=O)Nc1cccc(F)c1C)NC(=O)CO2
 : 0.8, 19.6, 0.0, 2.4, -2.5, 2.4, -10.6, -8.0, 3.0, 6.1
CCN(CC)C(=O)CSc1nc(-c2ccccc2)ccc1C#N
 : -0.5, 14.9, -3.2, -2.1, -0.7, 7.1, -0.6, 1.1, -3.1, -2.7
O=C1CN(C(=O)C2CCCC2)CCN1
 : -2.1, 10.4, 22.6, 0.1, -1.1, -6.0, 1.8, 2.9, -8.0, -4.3
Cc1cc(C)cc(NC(=O)c2c(C)nc3ccccn23)c1
 : -1.6, -29.8, 26.8, 1.3, -0.2, 5.4, -34.8, -2.6, -0.7, 13.7
O=C(CN1C(=O)C2C3C=CC(C3)C2C1=O)Nc1ccc2nccnc2c1 (centres undefined)
 : 0.3, 4.2, 0.3, 2.5, 1.4, -2.4, -10.9, -0.9, 0.5, 1.1
CCCCNC(=O)NC1C(NC(=O)NCCCC)N(C)C(=O)N1C (centres undefined)
 : -1.1, -5.0, -22.0, -0.4, -2.8, 16.2, -23.9, -0.7, -4.6, 0.6
Cc1ccc(NC(=O)c2c(C)nn(-c3ccccc3)c2Cl)c(C)c1
 : 0.3, -21.5, 20.8, -0.2, -4.0, 4.6, -19.2, 2.4, -0.1, 12.1
CC(=O)N1Cc2ccccc2CC1C(=O)NCc1ccccc1F (centres undefined)
 : -3.3, 9.3, -0.5, -1.5, -3.2, -12.7, -29.5, 5.9, -1.1, -5.0
Fc1ccc(-c2cc(C(F)(F)C(F)F)[nH]n2)cc1
 : -1.4, -13.3, 3.5, 0.7, -0.8, -4.3, -12.2, 8.9, nt, -4.8
O=C(NC(Cc1c[nH]c2ccccc12)C(=O)O)c1cccs1 (centres undefined)
 : -4.3, 5.3, -9.4, 2.2, 2.1, 1.0, 1.4, -1.4, -4.8, -9.3
Cn1c(CNC(=O)c2ccc(Cl)cc2)nnc1SCC(=O)NC1=NCCS1
 : 0.2, -11.1, 0.7, 3.3, -3.9, -7.9, -7.0, 5.1, -8.5, -1.4
CCc1ccc(NC(=O)CC2C(=O)N(c3cccc(C)c3)C(=O)N2C2CC2)cc1 (centres undefined)
 : -4.4, 34.8, 9.0, 2.3, 0.5, 3.8, -6.9, -0.5, -4.6, -1.3
CC1(C)SC2C(NC(=O)COc3ccccc3)C(=O)N2C1C(=O)O (centres undefined)
 : -2.9&-4.4, -7.6, -12.2, -1.9, -3.0, -1.9, -22.9, 7.2, 3.9&1.1, -9.0
CC1C/C(=C/c2ccncc2)C(=O)/C(=C/c2ccncc2)C1 (centres undefined)
 : 3.2, -106.6, 32.1, 2.6, 3.9, 2.7, 58.3, 21.8, 7.7, 29.8
CSCCC(NC(=O)c1ccccc1Br)C(=O)NNC(=O)c1csc(N2CCOCC2)n1 (centres undefined)
 : 0.5, 9.5, -4.9, -4.0, nt, 8.4, nt, nt, -1.0, 0.9
OCC[C@@H]1C[C@H](O)[C@@H](O)[C@@]2(OCCc3ccccc32)O1
 : -2.7, 4.1, 1.7, 0.2, -1.9, 0.0, -18.2, -0.8, 2.8, -3.5
CCOC(=O)c1c(-c2ccccc2)csc1NC(=O)CSc1nc(C)cc(C)n1
 : 1.4, 45.8, 20.0, 1.4, 3.1, -3.5, -18.7, -4.5, -4.6, 4.3
COc1ccccc1-n1cnc2cc(NC(C)=O)ccc21
 : -2.8, 16.7, 34.4, 3.1, 0.3, 4.5, -44.7, -4.9, 14.3, 14.6
COc1cc(C(=O)NCC(=O)OCC(=O)Nc2ncc(Cl)cc2Cl)cc(OC)c1OC
 : -2.5, 3.0, -5.1, 2.1, 4.3, 3.2, 10.2, 0.3, -0.3, -3.6
CCn1c(SCC(=O)Nc2ccc3c(c2)OCCO3)nnc1-c1ccncc1
 : -3.2, -3.0, -16.5, 2.8, -1.4, -3.3, -21.8, -5.5, 3.2, -9.4
CCC(C(=O)Nc1cc(C)nn1-c1nc(C)cc(C)n1)c1ccccc1 (centres undefined)
 : -0.7, 27.7, 2.5, -2.7, 4.6, nt, -7.9, 4.8, -0.9, 6.1
O=C1CCN(C2CCN(Cc3nc(Cc4ccccc4F)no3)CC2)CCN1
 : nt, -9.4, -6.1, 0.1, -0.4, -1.6, 4.8, 1.4, 5.9, -4.4
CCN(CC(=O)Nc1ccccc1C(F)(F)F)C(=O)c1oc2c(Cl)cccc2c1C
 : 2.2, 0.6, 15.8, 1.2, nt, 1.5, nt, nt, nt, 14.2
O=C(Nc1nnc(SCc2ccc(F)cc2)s1)C1CC(=O)N(c2ccc3c(c2)OCCO3)C1 (centres undefined)
 : -1.4, -17.8, -8.2, -15.7, -4.8, -10.0, 11.6, -5.4, nt, -6.2
CCOC(=O)C1(Cc2cccc(F)c2)CCN(CC(O)CO)CC1 (centres undefined)
 : -2.2, 1.3, 13.9, -17.0, 0.8, -0.5, 12.8, -3.8, -1.8, -7.1
CCOC(=O)Cc1csc(NC(=O)C(NC(=O)C2CCCCC2)C(C)C)n1 (centres undefined)
 : -1.6, 15.5, -2.7, 0.9, 2.4, -2.7, -1.1, 4.5, -4.7, 4.6

# 3 structures already listed, ordered by number of heavy atoms, largest number first:
# Values run as follows: GSK3 alpha inh, aSyn 5UTR inh, HSF1 activator, GSK3B inh, HSP90 inh, Platelet DG rel, KLF5 inhibitor, IEC-6 tox, Dyrk1A ADPGlo, HSF1 inh
COc1ccc(CCNC(=O)CN(c2ccc(OC)c(OC)c2)S(=O)(=O)c2ccccc2)cc1OC
 : -2.9, 13.0, 2.9, 0.4, 4.1, -15.5, -5.0, 4.8, -12.8, -3.4
O=C(Nc1nnc(SCc2ccc(F)cc2)s1)C1CC(=O)N(c2ccc3c(c2)OCCO3)C1 (centres undefined)
 : -1.4, -17.8, -8.2, -15.7, -4.8, -10.0, 11.6, -5.4, nt, -6.2
CSCCC(NC(=O)c1ccccc1Br)C(=O)NNC(=O)c1csc(N2CCOCC2)n1 (centres undefined)
 : 0.5, 9.5, -4.9, -4.0, nt, 8.4, nt, nt, -1.0, 0.9

# Of the compounds above, 3 contain a furan ring, fused or not.
# Values run as follows: GSK3 alpha inh, aSyn 5UTR inh, HSF1 activator, GSK3B inh, HSP90 inh, Platelet DG rel, KLF5 inhibitor, IEC-6 tox, Dyrk1A ADPGlo, HSF1 inh
Cc1ccc(CNC(=O)Cn2ccc3cc(S(=O)(=O)N4CCCC4)ccc32)o1
 : nt, -5.8, 9.0, 1.6, -2.7, -4.6, -1.3, 3.5, -3.1, -4.1
Cc1nnc(SCC(=O)NCc2ccco2)n1-c1ccccc1
 : -0.6, 4.2, -3.2, 0.2, -3.7, -0.5, -14.6, 6.0, 0.6, -5.6
CCN(CC(=O)Nc1ccccc1C(F)(F)F)C(=O)c1oc2c(Cl)cccc2c1C
 : 2.2, 0.6, 15.8, 1.2, nt, 1.5, nt, nt, nt, 14.2
